From PubChem BioAssay
PTEN del growth: PTEN-deleted cell growth suppression. HCT116 PTEN-null viability, CellTiter-Glo, 60 h; stronger effect = lower value. viability, % at 10 µM. 140,000 tested, 1.2% active. AID 827;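 active = viability at or below a set limit, 4 SD under the median of all tested compounds, cut at about 3.7% in these data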;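 also: PTEN knockout HCT116 line with beta catenin targeted HCT116 as companion control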
Measles CPE: protection of cells from measles virus. 140,000 tested, 1.5% active. protection (pct of control), % at 4 µM. Measles virus-infected cells, CPE protection, absorbance; in the data active = protection mostly above about 24%, no sharp cut-off; inactive = mostly below about 26%; also: some compounds called inactive have numbers as strong as hits
BB579 growth dn: yeast BB579 growth reduction in restrictive medium; inhibition, % at 10 µM; S. cerevisiae BB579 growth, OD615, 48 h; 140,000 tested, 0.51% active;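 active = inhibition above a set limit, 3 SD over the mean compound inhibition, cut at about 44% in these data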; also: inactives centre near -24
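Test system: Saccharomyces cerevisiae DeaD strain BB579, replicative lifespan model yeast | Buffer or medium: Restrictive CSMM-D medium | Doses: One dose, 10 µM compound with 0.25% DMSO | Incubation: 48 h exposure, 30 °C | Detection: Culture absorbance at 615 nm | Control set: Amphotericin B at 10 µg/mL as positive control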
NPY Y2 blocker: antagonists of human neuropeptide Y receptor Y2. inhibition, % at 2.7 µM. NPY-Y2 expressing cells, antagonist mode. P49146. 140,000 tested, 0.99% active; in the data active = inhibition above about 17%;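 also: 0% = vehicle with agonist challenge and 100% = reference antagonist with challenge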
Target sequence (P49146 whole entry, looked up): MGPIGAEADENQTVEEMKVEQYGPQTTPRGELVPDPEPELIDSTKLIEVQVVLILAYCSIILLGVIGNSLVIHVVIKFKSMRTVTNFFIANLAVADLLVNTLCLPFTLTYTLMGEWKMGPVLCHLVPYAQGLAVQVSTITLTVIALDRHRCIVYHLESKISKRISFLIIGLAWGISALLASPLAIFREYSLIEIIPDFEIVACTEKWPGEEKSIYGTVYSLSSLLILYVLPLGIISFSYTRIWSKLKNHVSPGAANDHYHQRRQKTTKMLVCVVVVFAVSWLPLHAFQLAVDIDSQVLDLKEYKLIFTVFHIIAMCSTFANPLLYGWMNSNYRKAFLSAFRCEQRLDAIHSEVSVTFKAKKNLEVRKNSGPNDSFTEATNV
bCat KO growth: beta-catenin-lacking colon tumor cell growth suppression. HCT116 beta-catenin knockout viability, CellTiter-Glo, 60 h; stronger effect = lower value. viability, % at 10 µM. 140,000 tested, 1.5% active. AID 818;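 active = viability at or under a set limit, the compound median less 4 SD, cut at about 6% in these data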;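 also: 0% = Hyamine 1622 control at 20 µM and 100% = untreated cell control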
Yeast life ext: yeast lifespan extension. S. cerevisiae growth with nicotinamide, OD615; deaD strain in restrictive glucose medium. inhibition of the nicotinamide effect, % at 10 µM. 130,000 tested, 0.68% active;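 active = inhibition above a set limit, placed 3 SD over the median of all compounds, cut at about 26% in these data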;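 also: 0% = nicotinamide-treated wells and 100% = cells grown without nicotinamide; some compounds called inactive have numbers as strong as hits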
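Test system – modified budding yeast, DeaD strain · Compound – single dose 10 µM compound, 0.25% DMSO · Times – culture preincubation 4 h, compound exposure 48 h, both 30 °C · Detection – optical density (absorbance) at 615 nm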
Phagocytosis inh: inhibitors of macrophage phagocytosis; J774A.1 macrophage IgG-bead phagocytosis, imaging; inhibition, % at 5 µM; 110,000 tested, 0.07% active;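 active = inhibition above the mean of the plate negative controls plus 5 SD, cut at about 13% in these data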;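 also: phagocytic index as fraction of beads internalized from green versus red external bead signal; plate controls were DMSO negative control for no effect and cytochalasin-D positive control for full effect; some results beyond the cut were filed as inactive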
MRP1 act: activators of MRP-1; 140,000 tested, 0.61% active; H69AR cells + doxorubicin, viability rescue, CellTiter-Glo; viability increase, % at 10 µM;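 active = viability gain under doxorubicin at or above a set limit, the compound median plus 3 SD, cut at about 4.7% in these data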;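 also: MRP-1 overexpressing cells given doxorubicin 25 µM after compound pretreatment; 18-22 h compound pretreatment then 72 h with doxorubicin before readout; 0% = doxorubicin-only wells and 100% = vehicle-treated cells without doxorubicin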
GALR2 blocker: GALR2 (human) receptor antagonism; O43603; GALR2-expressing cells, antagonist mode; inhibition, % at 4 µM; 140,000 tested, 0.39% active; in the data active = inhibition above about 27%;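 also: cells stimulated with galanin 1-16 at roughly its EC80; 0% = agonist challenge control and 100% = basal control without agonist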
Target sequence (O43603 whole entry, looked up): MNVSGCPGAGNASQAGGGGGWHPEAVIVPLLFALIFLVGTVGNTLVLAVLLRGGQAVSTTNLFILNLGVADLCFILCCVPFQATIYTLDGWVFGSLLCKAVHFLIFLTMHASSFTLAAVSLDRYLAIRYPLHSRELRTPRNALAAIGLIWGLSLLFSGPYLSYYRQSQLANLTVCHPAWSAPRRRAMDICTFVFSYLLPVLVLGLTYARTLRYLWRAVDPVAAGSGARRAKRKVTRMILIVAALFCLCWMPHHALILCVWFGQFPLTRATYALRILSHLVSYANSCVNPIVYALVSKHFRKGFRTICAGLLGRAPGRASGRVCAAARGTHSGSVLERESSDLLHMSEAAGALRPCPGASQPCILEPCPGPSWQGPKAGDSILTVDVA
E-sel TNF inh: blocks E-selectin expression induced by TNF alpha | HUVEC TNFa-induced E-selectin immunofluorescence, high content | inhibition, % at 2 µM | 120,000 tested, 0.71% active;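 active = inhibition above the batch mean plus 3 SD, and confirmed as a hit on visual image review, cut at about 43% in these data; inconclusive = passes the inhibition cutoff but fails visual image review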;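 also: 0% = TNF-stimulated DMSO wells and 100% = unstimulated control wells; not every result past the cut was called active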
Numbers without * were called inactive; ? = inconclusive; . = no result given; & = joins results of further samples.

no.	Compound	PTEN del growth	Measles CPE	BB579 growth dn	NPY Y2 blocker	bCat KO growth	Yeast life ext	Phagocytosis inh	MRP1 act	GALR2 blocker	E-sel TNF inh
1	Cc1cccc(NC(=O)c2sc3nc4c(c(-c5cccs5)c3c2N)CN(C)CC4)c1	32	5	-6	1	52	-17	-2	-2.8	3	-10
2	Nn1c(SCc2cccc(Oc3ccccc3)c2)nnc1C(F)(F)F	89	17	-53	4	91	3	-2	-1.2	-2	-24
3	CCCN(Cc1ccccc1)C(=S)Nc1ccc(OC(F)F)cc1	84	25	1	-2	83	-5	-7	2.6	0	.
4	O=C(Nc1nc(=S)ss1)c1c(F)cccc1F	104	18	-49	-1	99	1	.	-0.8	-9	5
5	O=C(O)c1cccc(S(=O)(=O)Nc2ccc3oc(=O)sc3c2)c1	101	7	-9	1	95	19	.	0.5	-1	-33
6	COc1ccc2c(=O)c3c(=O)n(Cc4ccco4)c(-c4cc(OC)c(OC)c(OC)c4)nc3oc2c1	49	2	-36	3	54	.	.	-1.1	3	-12
7	O=C(NNC(=S)Nc1ccc(Br)cc1)c1ccc(N2CCOCC2)c([N+](=O)[O-])c1	68	30	-29	10	86	-4	-3	0.7	-5	.
8	CCCCn1c(=O)[nH]c(=O)c2c1ncn2Cc1ccco1	100&101	30	5	-1	103	-10	0	-0.6	7	.
9	Oc1ccc(Cl)cc1CNc1ccc(Br)cn1	95	8	6	-3	99	-15	2	-1.5	8	-3
10	Cc1ccc(-c2csc3ncnc(N4CCc5ccccc5C4)c23)cc1	53	8	-55	12	53	-1	11	-3.4	-2	-10
11	CC1=C(C(=O)OCC2CCCO2)C(c2cccc(C(F)(F)F)c2)C2=C(CC(c3ccco3)CC2=O)N1 (stereo not given)	89	3	-20	1	101	-12	.	0.9	-19	.
12	COc1ccccc1NS(=O)(=O)c1cccc(C(=O)NN=C2CCCCCC2)c1	91	8	-24	2	91	2	-10	-1.3	1	27
13	COC(=O)CCC(=O)NNC(=O)CCCOc1ccc(Cl)cc1Cl	92	22	-29	7	104	-1	.	-2.4	7	4
14	Cc1cc(NC(=O)CSc2nnc3c(C)cc4c(C)ccc(C)c4n23)no1	32	7	-43	4	31	-6	4	-2.2	-1	-4
15	COc1ccc(NC(=O)c2ccc(Cl)c(S(=O)(=O)N3CCc4ccccc4C3)c2)cn1	15	7	-83	6	11	-6	.	-1.1	3	.
16	COc1ccc2nc(C)cc(SCC(=O)N/N=C/c3cccc4ccccc34)c2c1	22	4	-33	1	30	-18	0	-4.7	3	.
17	COc1ccc(C(=O)Nc2ccccc2C(=O)NCCCn2ccnc2)cc1	96	5	-57	-1	97	1	1	-1.2	-2	39
18	Cc1ccc(S(=O)(=O)NC(=O)c2ccc(Br)o2)cc1	93	3	-26	3	89	3	.	0.2	-2	.
19	COc1ccccc1NC(=O)c1c(C)oc2c1CCCC2	87	10	-12	15	90	.	.	1.4	-7	-19
20	COC(=O)Cc1cc(=O)[nH]c(Nc2nc3ccccc3o2)n1	97	17	-27	-1	96	-14	1	-0.8	-22	-19
21	CC(C)C(C(=O)O)N1C(=O)/C(=C/c2cccn2C)SC1=S (stereo not given)	97	9	-34	8	85	42*	-6	-1.1	-2	.
22	CCOC(=O)C(=O)c1cn(C2OCC(OC(C)=O)C(OC(C)=O)C2OC(C)=O)c2ccccc12 (stereo not given)	99	15	-31	-1	106	9	-17	-2.8	6	.
23	COCCNC(=O)CN1CCN(Cc2cccc(Cl)c2)C1=O	94	8	-43	2	89	-3	1	-1.5	7	.
24	CCCCNC(=O)c1onc(CSc2ccccc2C)c1C(=O)O	100	4	-36	10	99	0	.	-0.5	-8	10
25	CCc1ccc(OCC(=O)NCc2ccco2)c(Br)c1	93	3	-5	6	97	-22	-1	-2.2	-12	3
26	CCOC(=O)c1oc2nc(C(C)C)c3c(c2c1N)CC(C)(C)OC3	106	12	-38	1	102	5	0	-0.3	0	.
27	CSc1nc2cc(F)c(F)cc2n1C	113	8	15	3	101	-18	0	2.7	6	-1
28	Cn1c(SCc2ccccc2)nnc1-c1cnccn1	115	4	-25	2	106	-22	3	0.2	10	4
29	N#Cc1c(N)oc(-c2ccc3c(c2)OCO3)c1-c1ccc2c(c1)OCO2	26	3	-47	3	39	-15	0	-1.5	-15	6
30	CC(C)(C)NC(=O)Cn1c(SCC(=O)Nc2nccs2)nc2ccccc21	91	16	-31	2	97	.	.	-2.9	-3	-16
31	C=CCn1c(=O)c2ccccc2n2c(SCC(=O)Nc3sc(C)c(CC)c3C(=O)OCC)nnc12	72	10	-43	0	75	3	-8	-2.4	-2	.
32	CCOC(=O)c1c(NC(=O)COC(=O)c2ccccn2)sc2c1CCC2	76	10	-35	-1	73	-6	-1	-1.0	4	.

The last two entries of the section before open the next one:
no.	Compound	PTEN del growth	Measles CPE	BB579 growth dn	NPY Y2 blocker	bCat KO growth	Yeast life ext	Phagocytosis inh	MRP1 act	GALR2 blocker	E-sel TNF inh
31	C=CCn1c(=O)c2ccccc2n2c(SCC(=O)Nc3sc(C)c(CC)c3C(=O)OCC)nnc12	72	10	-43	0	75	3	-8	-2.4	-2	.
32	CCOC(=O)c1c(NC(=O)COC(=O)c2ccccn2)sc2c1CCC2	76	10	-35	-1	73	-6	-1	-1.0	4	.
33	Cc1scc(C(=O)O)c1-c1c(C(=O)O)csc1C	111	4	-22	-3	92	1	-3	-1.9	-8	-12
34	COc1ccccc1NC(=O)NC(N)=O	102	6	-17	2	89	-11	0	-0.6	11	-12
35	CN(C1CCCCC1)S(=O)(=O)c1ccc2c(c1)c(=O)c(C(=O)N1CCc3ccccc3C1)cn2C	86	7	-54	1	82	5	0	-0.9	6	-64
36	COc1c(C)cccc1C(=O)NC(=S)Nc1ccc2c(c1)Cc1ccccc1-2	93	8	-33	4	98	-2	-2	-0.3	-14	-17
37	O=C(c1ccc(Cn2c(=O)[nH]c3ccccc3c2=O)cc1)N1CCN(c2ccccc2)CC1	58	6	-55	-1	62	-9	-1	0.8	-30	.
38	O=C(Nc1ccc2c(c1)OCO2)C1(S(=O)(=O)c2ccc(Cl)cc2)CC1	83	3	-33	-1	83	0	2	-3.5	-2	25
39	COc1ccc(Cc2ccc(OC)c(N)c2)cc1N	101	11	0	2	84	-4	0	-3.5	-7	7
40	CCc1c(C)sc(NC(=O)c2cc(C)no2)c1C#N	96	3	-6	4	92	-7	0	-0.3	5	.
41	O=C(OCC(=O)c1ccc(Cl)s1)c1ccccn1	89	.	4	-1	96	-6	9	0.9	8	.
42	Cc1ccc(C(=O)Nc2cc3c(cc2Cl)OCCCO3)cc1	104	5	0	-1	91	-13	.	-0.6	-8	-24
43	Oc1ccc(O)c(-c2cnns2)c1	10	6	-18	6	27	-5	-5	0.4	11	.
44	O=C(COC(=O)c1ccc(NS(=O)(=O)c2ccc3c(c2)OCCO3)cc1)NC1CC1	99	3	-68	2	96	-4	-2	-0.3	-14	33
45	COc1ccc(CCNS(=O)(=O)c2ccc3c(c2)n(C)c(=O)c(=O)n3C)cc1OC	98	2	4	4	90	-8	-1	-1.5	3	8
46	C[N+](C)(C)C/C=C1/COCO1	93	14	3	2	87	-7	-1	0.4	11	19
47	CC(C)(C)NS(=O)(=O)c1ccc(NC(=O)C(Sc2ccccc2)c2ccccc2)cc1 (stereo not given)	1.6*	16	-51	-4	1.6*	-1	.	-5.5	13	-39
48	c1ccc(C2NCCn3cccc32)cc1 (stereo not given)	100	2	-18	4	101	-11	2	0.0	0	.
49	CCCc1nnc(NC(=O)c2ccncc2)s1	100	3	-4	4	107	-9	0	0.1	3	-3
50	COC(=O)CCC(=O)NC(=S)Nc1c(C)cccc1C	99	9	-17	4	88	11	-5	-0.1	-9	.
51	CCCNC(=O)COc1ccccc1[N+](=O)[O-]	93	21	-12	1	98	7	3	0.0	11	20
52	CC(C)(C)CC(=O)N1CCC(c2nc3c(nnn3Cc3c(F)cccc3Cl)c(=O)[nH]2)CC1	84	9	-23	-1	78	-8	0	-5.2	7	9
53	O=S1(=O)NC2CCCCCN2c2ccc(F)cc21 (stereo not given)	92	4	-16	-3	90	-1	-1	-0.7	-2	28
54	Cc1ccc2cc3c(NC(=O)C(C)C)nn(C)c3nc2c1	109	18	-64	-1	103	-13	0	-0.2	3	?
55	COc1ccc(C2OC(=O)CC2C(=O)N2CCN(c3cc(Cl)ccc3C)CC2)cc1OC (stereo not given)	89	23	-14	6	86	-2	0	-2.2	-9	.
56	COc1ccccc1Cn1c(=S)[nH]c2cc(C(=O)NCCN3CCOCC3)ccc2c1=O	85	13	-26	-1	85	-8	1	-3.2	4	.
57	Cc1cccc(C(=O)N2CCN(c3ccccn3)CC2)c1	96	4	-9	0	99	.	.	1.5	4	-21
58	CC(NS(=O)(=O)c1ccc(F)cc1)C(c1cccs1)N1CCN(C)CC1 (stereo not given)	90	7	-12	3	89	.	.	-1.8	5	11
59	CC1CCCN(c2ccc(C(=O)NCC3CCCO3)cn2)C1 (stereo not given)	101	5	-47	1	85	6	0	-0.3	16	36
60	CCN1C(=Nc2ccc(Cl)cc2)SC/C1=C\C(=O)OC	86	3	-8	4	82	-4	-1	0.1	-1	11
61	O=C(CSc1ccc2nnc(-c3ccc(F)cc3)n2n1)NCc1ccco1	90	7	-41	0	92	.	.	-2.6	16	8
62	O=C(Cn1ccc2ccccc2c1=O)NCCC(=O)Nc1cccnc1	88	3	11	0	98	-5	-1	0.0	16	.
63	O=c1[nH]c(CN2CCN(CCO)CC2)nc2ccccc12	94	3	-39	1	93	.	.	-1.8	16	-1
64	CCNC(=O)C1CCCN1S(=O)(=O)c1ccc(OC)cc1 (stereo not given)	93	11	-21	2	85	-9	-1	-1.9	-12	10
65	c1ccc(-c2ccc3c(c2)c2c4n3CCN=C4CCC2)cc1	25	3	4	1	20	-34	-6	-4.8	13	-4
66	O=C(NCc1ccc(Cl)cc1)C1CCC(CNc2c(N3CCCCC3)c(=O)c2=O)CC1 (stereo not given)	88	6	-34	-1	84	1	.	-2.0	4	-11
67	COCCNS(=O)(=O)c1cc(-c2nn(C)c(=O)c3ccccc23)ccc1C	105	30	-47	1	101	4	-1	-1.1	-6	.
68	CCOC(=O)C1CCN(c2nnc(N3CCCC3=O)s2)CC1	99	8	-18	2	98	-13	0	-0.8	5	-65
69	CC(=O)Cc1nsc(NC(=O)c2cc(-c3cccc(C(F)(F)F)c3)oc2C)n1	87	4	-60	5	88	-9	-1	0.8	2	8
70	Cc1ccc(NC(=O)c2ccc(-c3nn(C)c(=O)c4ccccc34)cc2)c(C)c1	76	10	-12	6	77	-5	-1	-1.0	-5	6
71	CC(C)(C)OC(=O)NCC12C=CC(O1)C1C(=O)N(Cc3ccccc3)C(=O)C12 (stereo not given)	76	4	-27	4	78	.	.	-3.6	-6	16
72	C=CCc1ccccc1OCC(O)CN(CC)CC (stereo not given)	74	24	32	2	77	-7	0	-0.1	-6	-1
73	COc1cc(OC)cc(C(=O)NCCNC(=O)c2ccccc2)c1	93	4	-17	1	99	-5	6	-2.3	6	-40
